High-throughput results deposited in PubChem by several laboratories.
OX1R antag = antagonists of human orexin 1 receptor (OX1R); 1.8% of 330,000 active; inhibition, % at 6.6 µM; OX1R-expressing cells, FRET antagonist read-out; in the data active = inhibition mostly above about 38%, no sharp cut-off; inactive = mostly below about 40%;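 also: 0% = agonist challenge alone and 100% = reference antagonist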
Target sequence (O43613 whole entry, looked up): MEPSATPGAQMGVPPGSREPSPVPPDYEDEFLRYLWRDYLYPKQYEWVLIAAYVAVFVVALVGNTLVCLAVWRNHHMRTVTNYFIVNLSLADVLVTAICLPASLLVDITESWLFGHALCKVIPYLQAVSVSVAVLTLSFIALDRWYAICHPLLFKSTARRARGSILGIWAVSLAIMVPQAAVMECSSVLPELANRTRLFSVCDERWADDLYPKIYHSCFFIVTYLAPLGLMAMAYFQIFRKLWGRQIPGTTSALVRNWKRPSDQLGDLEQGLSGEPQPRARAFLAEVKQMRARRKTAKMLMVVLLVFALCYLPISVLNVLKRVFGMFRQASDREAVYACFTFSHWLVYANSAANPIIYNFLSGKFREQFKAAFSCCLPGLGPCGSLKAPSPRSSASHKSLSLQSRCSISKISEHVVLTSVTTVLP
STK33 kinase inh = inhibitors of purified STK33 kinase, primary screen, biochemical, ADP-Glo luminescence, homogeneous, cell-free; Serine/threonine-protein kinase 33 (Homo sapiens), Q9BYT3; MBP phosphorylation; inhibition, % at 10 µM; 0.073% of 320,000 active; AID 2661, 2010;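 active = inhibition at or above 25%, using the most active replicate where run in duplicate; inactive = inhibition below 25%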
Target sequence (Q9BYT3 whole entry, looked up): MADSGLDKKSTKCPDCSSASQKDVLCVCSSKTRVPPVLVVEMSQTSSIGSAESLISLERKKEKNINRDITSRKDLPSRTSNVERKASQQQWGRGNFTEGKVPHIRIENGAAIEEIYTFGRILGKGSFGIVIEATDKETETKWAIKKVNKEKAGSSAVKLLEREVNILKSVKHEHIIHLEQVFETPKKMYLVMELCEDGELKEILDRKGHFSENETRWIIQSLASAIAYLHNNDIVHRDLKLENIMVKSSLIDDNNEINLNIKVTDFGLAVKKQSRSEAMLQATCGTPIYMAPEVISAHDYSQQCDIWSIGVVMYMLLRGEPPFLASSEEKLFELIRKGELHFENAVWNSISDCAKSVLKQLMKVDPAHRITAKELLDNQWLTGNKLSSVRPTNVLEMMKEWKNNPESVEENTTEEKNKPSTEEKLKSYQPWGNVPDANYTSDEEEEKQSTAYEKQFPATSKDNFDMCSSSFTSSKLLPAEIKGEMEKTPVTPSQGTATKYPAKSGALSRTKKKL
Numbers without * were called inactive; / = not tested or not shown. Hits appear at their usual frequency; overall some 1.8% were active at least once.

Every second line gives: OX1R antag | STK33 kinase inh
> CC(=O)[C@@]1(O)CC[C@H]2[C@@H]3C[C@H](C)C4=CC(=O)C=C[C@]4(C)[C@@]3(F)[C@@H](O)C[C@@]21C
→ 5 | -1.2
> CN(C(=O)CSc1nc2ccc(Br)cc2c(=O)n1Cc1ccco1)C1CCS(=O)(=O)C1 (stereo unspecified)
→ 3 | 0.7
> CSc1nc(C(C)C)ccc1CNC(=O)CC(C)c1ccccc1 (stereo unspecified)
→ 2 | 0.0
> CCc1ccc(OCC(=O)O/N=C(\N)c2cccnc2)cc1
→ 11 | -1.6
> CC(=O)c1ccc(NC(=O)c2cc(-c3cccs3)on2)cc1
→ 10 | -0.4
> Cc1ccccc1S(=O)(=O)N1[C@@H](c2ccccc2)C(C(=O)O)=CC[C@H]1c1ccc(Cl)cc1
→ 76* | -2.3
> CCC(=O)N1CCc2cc(S(=O)(=O)NC(C(=O)NCc3ccc(F)cc3)C(C)C)ccc21 (stereo unspecified)
→ 8 | -1.3
> COc1ccc(C2=NN(C(=O)CSc3nnnn3C)C(c3ccco3)C2)cc1 (stereo unspecified)
→ 2 | -1.4
> COc1ccc(N2CCN(Cc3nc(N)nc(N4CCCc5ccccc54)n3)CC2)cc1
→ 7 | 8.3
> CCCCn1c(N)c(N(CCC(C)C)C(=O)C2CCCN(C(=O)c3ccc(Cl)cc3)C2)c(=O)[nH]c1=O (stereo unspecified)
→ 20 | -0.6
> Cc1nn(-c2ccccc2)c(N2CCCC2)c1/C=N/n1cnc2scc(-c3ccccc3)c2c1=O
→ 9 | -0.9
> COc1ccccc1-n1c(SCC(=O)O)nc2c(sc(=S)n2-c2ccc(C)c(C)c2)c1=O
→ 8 | -0.7
> COCC1CCN(Cc2cn[nH]c2-c2cc(OC)c(OC)c(OC)c2)CC1
→ 25 | -1.9
> Cc1oc(=O)c(NC(=O)c2cccc(Cl)c2)cc1C(=O)c1ccccc1
→ 11 | -1.2
> COc1ccc(NC(=O)CCC(=O)OCc2ccc(Br)cc2)cc1
→ 6 | 1.9
> CC(=O)N1CCCc2cc(S(=O)(=O)N3CCCC(C(=O)Nc4cc(C)ccc4C)C3)ccc21 (stereo unspecified)
→ -5 | -2.3
> COc1ccc(CNC(=O)C2CCCN(c3nc4ccccc4o3)C2)c(OC)c1 (stereo unspecified)
→ 22 | -0.5
> Cc1ccc(Cn2c(=O)n(C)c(=O)c3sccc32)cc1
→ 14 | 0.0
> COc1cccc(NC(=O)NC2CCCc3ccccc32)c1 (stereo unspecified)
→ 9 | /
> N#C/C(=C/c1ccccc1[N+](=O)[O-])c1nnc2n1CCCCC2
→ 27 | -0.4
> COc1ccc(NC(=O)c2ccc(S(=O)(=O)N3CC(C)CC(C)C3)cc2)cc1S(N)(=O)=O (stereo unspecified)
→ -4 | 0.9
> Cc1nc(-c2ccc(NC(=O)/C=C\C(=O)O)cc2)cs1
→ 5 | -0.9
> O=C(CSc1nnc(CNC(=O)c2ccco2)o1)Nc1ccc(F)cc1
→ 4 | -0.8
> COc1ccc(NC(=O)c2sc3nc(Cc4ccccc4)cc(C(F)(F)F)c3c2N)cc1OC
→ 22 | -3.3
> Cc1ccccc1OC(=O)c1cccc(S(=O)(=O)N2CCN(C)CC2)c1
→ -3 | -0.9
> CCOC(=O)c1cn(CC)c2ccc(S(=O)(=O)N3CC(C)CC(C)C3)cc2c1=O (stereo unspecified)
→ 10 | 0.9
> COc1ccc(/C=C(/NC(=O)/C=C/c2ccccc2)C(=O)NCCCCCC(=O)O)cc1
→ 10 | 0.7
> CCOC(=O)CCNC(=O)Nc1cc2nc(C)n(Cc3cccc(Cl)c3)c2nc1C
→ 3 | -0.1
> CCOC(=O)NNS(=O)(=O)c1cc(Br)ccc1Br
→ 4 | 0.3
> COc1cc(OC)cc(-c2cc3ccccc3c(=O)o2)c1
→ 22 | 0.2
> COc1ccc(NS(=O)(=O)c2cc(NC(=O)c3ccc(S(=O)(=O)N(C)C)cc3)ccc2N2CCOCC2)cc1
→ 6 | 1.0
> Cc1ccc(CNC(=O)CN(C)S(=O)(=O)c2cnc[nH]2)cc1
→ 18 | 0.0
> COc1cccc(NC(=O)c2cccc(OC)c2OC)c1
→ 24 | 0.0
> COc1cc(NS(=O)(=O)c2ccc(NS(=O)(=O)c3ccc(NC(C)=O)cc3)cc2)nc(OC)n1
→ 6 | 0.8
> O=C(CNC(=O)c1ccc(Cl)cc1)c1ccc(Cl)cc1
→ -1 | -1.2
> CC(C)(C)NC(=O)CN(C(=O)Cn1nnc(-c2ccccc2F)n1)c1cccc2c1CCCC2
→ 8 | 0.0
> CCc1noc(C)c1C(=O)Nc1nc2c(F)cc(F)cc2s1
→ 7 | -0.7
> CCCCNC(=O)N1CCN(S(C)(=O)=O)CC1
→ 11 | 5.7
> CCCc1cc(=O)oc2cc(C)cc(OC(C)C(=O)N[C@@H](Cc3c[nH]c4ccccc34)C(=O)O)c12 (stereo partly specified)
→ 25 | -2.1
> COc1cccc(/C=C2/C(=O)NN(c3ccc(F)cc3)C2=O)c1
→ / | -1.5
> CN(C)c1ccc(N=Nc2ccccc2C(=O)OCC(=O)N(C)c2ccccc2)cc1
→ 21 | -0.1
> Cc1nnc2n(-c3ccccc3)c(=O)c3c4c(sc3n12)COC(C)(C)C4
→ 22 | -1.9
> CCN(CC)c1ccc(C(=O)OCC(=O)Nc2sccc2C#N)cc1
→ 30 | -0.1
> CCc1cc(=O)[nH]c(SC/C=C/c2ccccc2)n1
→ 30 | -0.4
> CC1(C)CC(NC(=O)c2cccc3ccccc23)CC(C)(C)N1
→ 16 | 0.8
> O=C(CN1C(=O)COc2ccccc21)Nc1ccccc1F
→ 4 | -0.7
> C=CCn1c(SCc2nc3ccccc3nc2C)nnc1-c1ccoc1C
→ 26 | -2.4
> C=CCOCCn1[nH]c2ccccc2c1=O
→ 24 | -1.5
> O=C(Nc1ccc(Cl)cn1)c1cccc2ccccc12
→ 0 | -1.0
> O=C(Nc1ccc2c(c1)C(=O)NC2=O)c1cccc(Cl)c1
→ 4 | -1.2
> COc1ccc(-c2csc(N(CC3CCCO3)C(=O)c3ccccc3)n2)cc1 (stereo unspecified)
→ 11 | -0.5
> CC1=C(C(N)=O)C(c2ccc(C)o2)C(C(N)=O)=C(C)N1
→ 9 | -0.7
> Cc1csc2c(N(C)CCO)ncnc12
→ 8 | -1.0
> O=C1Nc2cc(Cl)cnc2N2CCCC12 (stereo unspecified)
→ 12 | 0.6
> CSc1cccc(NC(=S)N(CCN(C)C)C(C)c2ccncc2)c1 (stereo unspecified)
→ 7 | -1.0
> CCOc1ccccc1-n1c(COc2ccccc2)nnc1SCC(N)=O
→ 15 | -1.6
> CCn1c(CNC(=O)c2cccs2)nnc1SCC(=O)Nc1cc(Cl)ccc1C
→ 7 | -0.7
> Fc1ccc(Nc2nc(-c3cccnc3)cs2)cc1
→ 32 | 2.0
> C=CCNC(=O)C1CCCN(S(C)(=O)=O)C1 (stereo unspecified)
→ 4 | -1.0
> COc1ccc(C(=O)NNC(=O)CSc2nnc(COc3ccc4ccccc4c3)n2C)cc1
→ 11 | -1.0

Rewritten as comma-separated lines: part of the list above
SMILES,OX1R antag,STK33 kinase inh
CC(C)(C)NC(=O)CN(C(=O)Cn1nnc(-c2ccccc2F)n1)c1cccc2c1CCCC2,8,0.0
C=CCNC(=O)C1CCCN(S(C)(=O)=O)C1 (stereo unspecified),4,-1.0
Cc1nnc2n(-c3ccccc3)c(=O)c3c4c(sc3n12)COC(C)(C)C4,22,-1.9
C=CCOCCn1[nH]c2ccccc2c1=O,24,-1.5
COc1cccc(/C=C2/C(=O)NN(c3ccc(F)cc3)C2=O)c1,/,-1.5

(list continues)
Every second line gives: OX1R antag | STK33 kinase inh
> COc1ccccc1NC(=O)Nc1ncccc1C
→ 18 | 30*
> COc1ccc(C(=O)Nc2ccccc2C(=O)Nc2cc(C)ccn2)cc1
→ 6 | 1.3
> N#CCSc1ccccc1NC(=O)COC(=O)CCN1C(=O)C2CC=CCC2C1=O (stereo unspecified)
→ 1 | 0.7
> COCc1cc(=O)[nH]c(Nc2nc(C)c3ccccc3n2)n1
→ 20 | -0.3
> COC(=O)C(C)n1nnc2sc(-c3ccccc3)cc2c1=O (stereo unspecified)
→ 32 | -0.7
> CCOC(Cn1ccc(=O)[nH]c1=O)OCC
→ 5 | -1.2
> Nc1cc(C(=O)OCC(=O)NCc2ccco2)ccc1Cl
→ 7 | -0.1
> Cc1ccc(C(=O)Nc2nc3ccc(S(C)(=O)=O)cc3s2)o1
→ 14 | 8.3
> Cc1ccc(-c2[nH]n3c(=O)c4c(nc3c2C)CCCC4)cc1
→ 23 | -1.1
> CCC(COC)NCc1cn(-c2ccc(OC)cc2)nc1-c1cccc(F)c1 (stereo unspecified)
→ 17 | -0.5
> O=C(c1ccco1)N1CCN(Cc2cc(=O)c(OCc3ccccc3Cl)co2)CC1
→ -2 | -0.5
> O=C(O)CCCCCNC(=O)c1ccc(C(=O)NCCCCCC(=O)O)cc1
→ 9 | 1.5
> C=CCOC(=O)C1C(=O)CC(C)(O)C(C(=O)OCC=C)C1c1ccc(N(C)C)cc1 (stereo unspecified)
→ 31 | 0.3
> COc1ccc2ccccc2c1CNC(=O)CC1C(=O)NCCN1CC(C)(C)C (stereo unspecified)
→ 21 | -1.3
> CCCCOc1ccc(C(=O)Nc2ccc(S(=O)(=O)Nc3onc(C)c3C)cc2)cc1
→ 35 | -1.3
> CN(C)c1cccc(C(=O)NNC(=O)NC2CCCCC2)c1
→ 26 | -1.0
> O=C(CSc1nc2c(c(=O)n1-c1ccc(F)cc1)SCC2)Nc1ccc2c(c1)OCO2
→ 0 | -2.1
> Nn1c(SCc2ccc(F)cc2)nnc1-c1cccnc1
→ 5 | 0.4
> COc1ccc(OCC(=O)N2CCN(S(=O)(=O)c3ccccc3[N+](=O)[O-])CC2)cc1
→ 17 | 0.1
> CN(C)c1ccc(N=Nc2ccc(S(=O)(=O)O)cc2)c2ccccc12
→ 14 | /
> COc1cc(Cl)c(S(=O)(=O)NCCCn2ccnc2)cc1Cl
→ -3 | -1.6
> CC(Sc1nc(-c2ccccc2)cc(C(F)(F)F)n1)C(=O)N1CCCCC1 (stereo unspecified)
→ 17 | -2.1
> CCOC(=O)CC(c1ccc([N+](=O)[O-])cc1)n1c(C)ccc1C (stereo unspecified)
→ 28 | -2.6
> COC(=O)c1ccc(-c2nc3ccccc3[nH]2)cc1
→ 10 | 1.3
> Cc1cc(C(=O)Nc2cccc(/C=C/C(=O)O)c2)c(C)o1
→ 6 | -0.5
> O=C(CCS(=O)CCC(=O)NCc1ccccc1)NCc1ccccc1
→ 14 | -1.7
> O=S(=O)(Cc1ccc(Cl)cc1)N1CCCC1
→ 31 | -3.5
> COc1cc(OC)c(OC)cc1CN1CCCC(C(=O)N2CCCC2)C1 (stereo unspecified)
→ 11 | -1.0
> C=CCN1C(=O)C(=O)N(CC(=O)NCC(=O)Nc2ccc(F)c(F)c2F)C1=O
→ 1 | -3.0
> Cc1ccc(NC(=S)N2CCCC(c3ccccc3)=N2)cc1
→ 14 | -1.8
> O=[N+]([O-])c1ccc(NCCNc2ccc(Cl)nn2)cc1
→ 27 | 0.4
> O=S(=O)(NC1CCCC1)c1ccc(S(=O)(=O)N2CCCN(Cc3ccccc3)C2)cc1
→ 9 | 0.8
> CCCCC(=O)N/N=C(\C)CC(=O)Nc1ccccc1Br
→ 4 | -1.8
> Cc1nn(-c2ccccc2)cc1C(c1c(N)[nH]c(=S)[nH]c1=O)c1c(N)[nH]c(=S)[nH]c1=O
→ 4 | 0.9
> CCn1cc(C(=O)OCC(=O)N2C(C)CCCC2C)c(=O)c2ccc(C)nc21 (stereo unspecified)
→ 5 | -0.9
> COc1ccccc1N=Nc1c(C)[nH][nH]c1=O
→ 4 | 1.5
> Cc1ccc(C(=O)N2CCN(c3ccc(NC(=O)c4cccnc4)cc3)CC2)cc1
→ 8 | -0.1
> CCOC(=O)C1=C(C)OC(N)=C(C#N)C1c1c(C)nn(-c2ccccc2)c1Cl (stereo unspecified)
→ 9 | 0.5
> Cc1nc2ccccc2[nH]c1=O
→ 8 | -0.4
> Cc1cnc(C(=O)OCC(=O)Nc2ccc(Oc3ccccc3)cc2)cn1
→ 7 | 3.6
> COc1ccc(S(=O)(=O)NC2CC(C)(C)NC(C)(C)C2)cc1
→ 13 | 0.1
> CCc1cc(=O)oc2cc(C)c3c(C)coc3c12
→ 6 | -1.3
> C=CCn1c(Cc2ccccc2)nc2c(cnn2-c2ccccc2)c1=O
→ 13 | -0.7
> COc1ccc(NC(=O)C2CCCN(S(=O)(=O)c3ccc4[nH]c(=O)ccc4c3)C2)cc1OC (stereo unspecified)
→ 42 | -0.2
> Cn1c(C(=O)O)c(CC(=O)NCc2cccnc2)c2ccccc21
→ 21 | 0.4
> Nc1cc(=O)n(Cc2ccccc2)c(=O)n1-c1ccc(F)cc1
→ 8 | -1.4
> COc1ccc(/C=N/Nc2nc3ccccc3[nH]2)c(OC)c1OC
→ 22 | 10
> Nc1nc(NC(=O)/C=C/c2ccc(F)cc2)nn1-c1ccccc1
→ 19 | 4.3
> COc1ccc(NC(=S)Nc2ccccn2)cc1
→ 11 | -0.5
> Cc1ccc(C(=O)NCC(c2ccco2)N2CCc3ccccc3C2)cc1 (stereo unspecified)
→ 23 | 0.5
> COCCSc1nnc(NC(=O)CCS(=O)(=O)c2ccccc2)s1
→ 6 | -1.4
> CSc1ccc(CN(C)C(=O)c2cccc(S(=O)(=O)NCc3ccccc3)c2)cc1
→ 50 | -0.9
> CSCC[C@@H](CO)NC(=O)c1ccc2nc(C3CCCCC3)oc2c1
→ 4 | -0.7
> O=C(Nc1ccc(Cl)cc1C(F)(F)F)c1ccc(Cl)cc1
→ 24 | -0.2
> CCCNC(=O)c1ccccc1NC(=O)c1ccccc1SC
→ 1 | -1.5
> Cc1ccc(C)c(S(=O)(=O)N2CCN(C(=O)c3cc(-c4cccs4)nn3-c3ccccc3)CC2)c1
→ 11 | -1.8
> O=C(NCC(c1ccc(F)cc1)N1CCOCC1)c1ccc(C(=O)c2ccccc2)cc1 (stereo unspecified)
→ 9 | -0.8
> CCC1=C(OC(=O)N(CC)CC)N2C(=O)OC(=NCc3ccccc3)[C@]2(C)[C@H]2C1=CC[C@H]1C(=O)N(CC)C(=O)[C@H]12
→ 10 | -1.2
